TEAD-YAP block: TEAD-YAP interaction inhibition, primary screen, TEAD-YAP interaction inhibitor project, luminescence, HEK-TIYL cells. TEAD-Gal4/YAP UAS-luciferase luminescence. inhibition, % at 9.12 µM. actives 1.4% (n = 640,000); in the data active = inhibition above about 32%;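 also: 0% = median of test compound wells and 100% = reference inhibitor wells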
FBW7 activator: FBW7 E3 ligase activators, primary screen, biochemical, AlphaScreen, human; F-box/WD repeat-containing protein 7 (Homo sapiens), Q969H0; AlphaScreen FBW7–phospho-cyclin E peptide binding, activator screen; normalized activity (activation), % at 26.1 µM; actives 0.13% (n = 650,000); in the data active = normalized activity above about 1.9%;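 also: purified mutant Fbw7 with reduced substrate affinity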
Target sequence (Q969H0 whole entry, looked up): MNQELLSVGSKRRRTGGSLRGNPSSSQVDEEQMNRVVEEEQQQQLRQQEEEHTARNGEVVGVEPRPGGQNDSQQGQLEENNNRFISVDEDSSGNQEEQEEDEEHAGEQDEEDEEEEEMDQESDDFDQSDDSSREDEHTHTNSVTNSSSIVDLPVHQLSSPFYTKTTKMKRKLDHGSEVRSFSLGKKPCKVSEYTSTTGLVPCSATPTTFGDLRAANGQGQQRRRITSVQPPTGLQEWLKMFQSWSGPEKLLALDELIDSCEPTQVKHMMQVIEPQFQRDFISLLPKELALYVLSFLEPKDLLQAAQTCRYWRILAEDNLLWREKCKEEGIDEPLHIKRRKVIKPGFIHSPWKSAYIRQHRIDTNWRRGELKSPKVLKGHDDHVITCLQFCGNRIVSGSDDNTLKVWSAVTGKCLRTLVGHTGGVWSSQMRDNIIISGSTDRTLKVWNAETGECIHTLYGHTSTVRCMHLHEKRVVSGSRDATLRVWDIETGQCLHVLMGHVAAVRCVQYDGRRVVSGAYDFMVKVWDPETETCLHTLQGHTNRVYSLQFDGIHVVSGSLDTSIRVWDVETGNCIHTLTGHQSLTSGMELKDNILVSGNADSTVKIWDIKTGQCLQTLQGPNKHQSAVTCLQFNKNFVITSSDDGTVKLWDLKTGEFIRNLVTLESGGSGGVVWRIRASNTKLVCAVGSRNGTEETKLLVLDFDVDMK
MITF primary: MITF inhibitors, primary screen, biochemical, AlphaScreen, human. actives 0.91% (n = 650,000). Microphthalmia-associated transcription factor (Homo sapiens), O75030. inhibition, % at 2.6 µM. AlphaScreen MITF homodimerization, bead proximity signal; in the data active = inhibition above about 50%;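 also: 0% = vehicle wells with protein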
GPR151 activ: activators of human GPR151, primary screen, cell-based, PathHunter beta-arrestin, luminescence | G-protein coupled receptor 151 (Homo sapiens), Q8TDV0 | PathHunter beta-arrestin GPR151 cells | activation, % at 11.2 µM | actives 1% (n = 650,000) | AID 1508602, 2020; in the data active = activation above about 4.9%;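 also: 0% = median of compound wells and 100% = cells with positive control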
Active calls of the source: *.

SMILES | TEAD-YAP block | FBW7 activator | MITF primary | GPR151 activ
COc1ccc(/C(N)=N/OC(=O)c2ccccc2-c2ccccc2)cc1 | 9 | 0.0 | 25 | 1.4
CCOC(=O)c1[nH]c2c(c1C)C(=O)CCC2 | 10 | 0.3 | 7 | -0.6
NC(=O)c1cc(-c2ccccc2)nc2ccccc12 | 2 | 0.0 | 13 | 1.4
COc1cccc(-c2nc(-c3cc(OC)c(OC)c(OC)c3)[nH]c2-c2cccc(OC)c2)c1 | -8 | -0.1 | 1 | 0.7
COc1ccccc1CC(=O)N1CC[C@@H]2[C@H](CCCN2C(=O)CSc2ccccc2)C1 | -4 | 0.0 | 16 | 0.5
O=C(CN1C(=O)C2CC=CCC2C1=O)NCCc1ccc(Cl)cc1 (stereo not given) | -3 | 0.1 | -11 | 0.0
Clc1ccc(-c2csc3ncnc(N4CCN(C/C=C/c5ccccc5)CC4)c23)cc1 | 1 | -0.2 | 0 | 0.6
CCNC(=O)N(c1ccc2c(c1)CCN2C(C)=O)C1CCN(C(C)=O)CC1 | 28 | -0.1 | -7 | 1.8
CCOC(=O)c1cnc2c(C)cccc2c1Nc1ccc(OC)cc1 | 4 | -0.2 | 3 | 0.0
O=C(CCc1ccccc1)Nc1ccc(N2CCOCC2)cc1 | -17 | -0.1 | 0 | -0.8
NC(=O)c1ccc(N=Cc2c[nH]c3ccccc23)cc1 | 13 | -0.2 | -23 | -0.9
CC(C)CCN1CCN(Cc2ccc(N3CCNC3=O)cc2)CC1CCO (stereo not given) | 1 | -0.2 | 3 | -1.8
CN1CCN(C2CC(=O)N(c3ccc(Cl)cc3Cl)C2=O)CC1 (stereo not given) | 8 | -0.1 | 2 | 0.8
O=C(Nc1c2c(nn1-c1ccccc1)CSC2)c1ccc(S(=O)(=O)N2CCCC2)cc1 | 6 | 0.2 | 15 | -0.1
COc1ccc(N2CCN(S(=O)(=O)c3ccc(NC(C)=O)cc3)CC2)cc1 | -1 | 0.1 | 4 | 2.7
C/C(=N/NC(=O)c1cccnc1)c1ccccn1 | -25 | -0.1 | -14 | -0.6
COC(=O)c1ccccc1-c1ccc(C(c2c(C)[nH][nH]c2=O)c2c(C)[nH][nH]c2=O)o1 | 6 | -1.1 | 14 | -0.8
O=C(NCCc1ccc(Cl)cc1)c1nc2ccccc2[nH]1 | -28 | 0.0 | -12 | -1.7
C=CCc1cccc(/C=N/NC(=O)c2cc(Br)ccc2O)c1O | -18 | -0.1 | -7 | -1.3
OCCN=C1CCCc2c1[nH]c1ccc(Cl)cc21 | 15 | 0.0 | 2 | 1.2
COc1ccc(-c2cc(C(F)F)n3ncc(C(=O)NCc4ccccc4)c3n2)cc1 | -5 | 0.0 | -5 | 0.2
CN1CCN(NC(=S)N=P(c2ccccc2)(N2CCOCC2)C(C)(C)C)CC1 (stereo not given) | -8 | -0.1 | -6 | 0.8
CCS(=O)(=O)N1CCCC(COCc2ccccc2)C1 (stereo not given) | -3 | -0.4 | -2 | -0.6
O=C(NCc1cccnc1)C1CCCN(c2cc(-c3ccccc3)nc3ncnn23)C1 (stereo not given) | -5 | 0.2 | 17 | -0.4
Cn1cccc1Cc1nnc(SCC(=O)N2CCOCC2)n1-c1ccc(Cl)cc1 | -2 | -0.1 | -7 | 0.6
CCCCCOc1ccc(C2Oc3ccc(Br)cc3C3CC(c4ccc(OC)cc4)=NN32)cc1 (stereo not given) | -43 | 0.1 | 7 | -0.4
c1cncc(CNc2nc(Nc3ccc(N4CCOCC4)cc3)c3[nH]cnc3n2)c1 | 18 | 0.0 | 12 | -0.5
CC(=O)c1cccc(OCc2cccc([N+](=O)[O-])c2)c1 | -11 | -0.2 | 6 | 4.5
CCCCC(=O)NCCc1ccc(OC)cc1 | -1 | 0.2 | 11 | -1.7
CCOC(=O)c1c(C)[nH]c(C(=O)COC(=O)CN2C(=O)C3CCCCC3C2=O)c1C (stereo not given) | -10 | 0.3 | 32 | -1.1
CCOC(=O)C1CCCN(C(=O)Cc2nc(-c3ccc(OC)cc3)no2)C1 (stereo not given) | 11 | 0.1 | 11 | -1.7
CCN1C(=O)CC(C(=O)Nc2ccccc2)SC1=Nc1ccc(C)c(Cl)c1 (stereo not given) | 2 | 0.1 | 3 | 1.6
COc1ccc(CCNC(=O)NC(C)(C(F)(F)F)C(F)(F)F)cc1OC | 0 | 0.0 | 12 | -0.6
COc1ccc(S(=O)(=O)n2nc(-c3cc(OC)cc(OC)c3)cc2N)cc1 | 11 | 0.4 | 14 | -1.0
CCOC(=O)C1CCCN(C2=NC(=O)/C(=C/c3ccc(O)cc3)S2)C1 (stereo not given) | 3 | 0.0 | 0 | -0.4
O=C(OCCCC(=O)N1CCOCC1)c1cc(-c2ccco2)nc2ccccc12 | -7 | -0.2 | 73* | -1.4
COc1ccc(-c2nn(-c3ccccc3)cc2/C=N/n2cnnc2)cc1OC | -3 | -0.3 | -3 | 1.0
NCC(O)C1CCCCCCC1 (stereo not given) | 4 | 0.1 | 12 | -0.2
Cc1cc(Cl)ccc1OCCCC(=O)NNC(=S)NCc1ccco1 | 5 | 0.5 | 16 | -1.5
CC(C)(C)NS(=O)(=O)c1ccc(CCC(=O)N2CCOCC2)cc1 | 6 | 0.2 | 12 | 0.8
CC(Oc1ccc(F)cc1)C(=O)Nc1ccccc1Br (stereo not given) | 0 | 0.0 | -9 | -1.0
O=C(Cn1cc(/C=C2\NC(=O)N(Cc3ccccc3)C2=O)c2ccccc21)N1CCOCC1 | 2 | 0.0 | -4 | -1.2
C=CCn1cnc2c(cnn2-c2ccc(C)c(C)c2)c1=O | -65 | 0.1 | 4 | -1.1
N#Cc1ccc(N2C(=O)C3C4CCC(C4)C3C2=O)cc1 (stereo not given) | 3 | -0.1 | 7 | 1.2
COc1ccccc1-n1c(C)cn2c3c(=O)n(C(C)C(C)=O)c(=O)n(C)c3nc12 (stereo not given) | 7 | -0.1 | 5 | -0.7
C/C(=N\NC(=O)c1cc(C(C)C)[nH]n1)c1ccco1 | -20 | -0.1 | 7 | -0.8
COc1ccc2c(c1OC)C(=O)N(c1cccc(/C=C/C(=O)O)c1)C2 | 8 | -0.1 | -1 | -1.2
Cc1cc(C(=O)Nc2ccc3oc(-c4ccc(C(C)(C)C)cc4)nc3c2)ccc1[N+](=O)[O-] | -1 | 0.1 | 2 | 0.6
COc1ccc(-c2ccc(/C=C(\C#N)c3ccc(Cl)cc3)o2)cc1 | 3 | 0.1 | -24 | -1.7
CN(C)S(=O)(=O)c1ccc(-c2cn3cc(Cl)ccc3n2)cc1 | -55 | -0.2 | -10 | -0.9

Structures above with bromine, in the order listed:
SMILES | TEAD-YAP block | FBW7 activator | MITF primary | GPR151 activ
C=CCc1cccc(/C=N/NC(=O)c2cc(Br)ccc2O)c1O | -18 | -0.1 | -7 | -1.3
CCCCCOc1ccc(C2Oc3ccc(Br)cc3C3CC(c4ccc(OC)cc4)=NN32)cc1 (stereo not given) | -43 | 0.1 | 7 | -0.4
CC(Oc1ccc(F)cc1)C(=O)Nc1ccccc1Br (stereo not given) | 0 | 0.0 | -9 | -1.0

Next compounds:
SMILES | TEAD-YAP block | FBW7 activator | MITF primary | GPR151 activ
Cc1ccc(NC(=O)CC2CCCCN2S(=O)(=O)c2cccs2)c(C)c1 (stereo not given) | 3 | 0.0 | -8 | -1.4
CCN1C(=O)CC(C(=O)OC)C12CCN(C(=O)c1ccccc1C(=O)OC)CC2 (stereo not given) | 0 | 0.2 | 14 | -0.8
CC1(C(=O)O)CCC(c2nc3ccccc3s2)C1(C)C (stereo not given) | 3 | 0.0 | 5 | 0.8
O=C(O)/C(=C/c1c[nH]c2ccccc12)NC(=O)c1ccccc1 | -4 | -0.1 | 7 | -1.2
COc1ccc(CNc2nc3ccccc3nc2NS(=O)(=O)c2ccc(F)cc2)cc1 | 3 | -0.1 | 11 | -1.6
COc1ccc(C)cc1NC(=O)Cc1cn(C)c2ccccc12 | -22 | -0.2 | 1 | 1.0
CCc1ccc(NC(=O)CSc2ccccn2)cc1 | -32 | 0.0 | -1 | 1.3
COc1ccc(CN2CCN(S(=O)(=O)c3ccc(F)cc3F)CC2)c(OC)c1OC | -12 | -0.1 | -1 | 1.3
CC(=O)Nc1ccc(NC(=O)c2csc(N3CCN(Cc4ccc5c(c4)OCO5)CC3)n2)cc1 | 1 | -0.1 | 6 | -2.2
c1c(N2CCOCC2)c2nonc2c2nonc12 | -5 | 0.3 | 14 | -0.9

Remaining list, next part.
Every second line gives: TEAD-YAP block	FBW7 activator	MITF primary	GPR151 activ
Cc1cc(C(=O)NNC(=S)NC(=O)/C=C/c2ccccc2Cl)n[nH]1
  -46	-0.2	72*	0.3
COc1ccc(C2/C(=C(/O)c3ccc(S(=O)(=O)N(C)C)cc3)C(=O)C(=O)N2CCN2CCOCC2)cc1 (stereo not given)
  -13	0.1	7	0.7
COc1ccc(-c2nnc(NC(=O)c3cc4ccccc4oc3=O)o2)c(OC)c1
  -13	0.1	11	-0.3
CCC(CC)C(=O)Nc1ccccc1Br
  0	0.0	-6	0.5
O=C(CSCC(=O)c1ccc(F)cc1)Nc1ccc2ccccc2c1
  2	0.0	-1	2.1
CCn1cnc2sc(C(=O)Nc3c(F)cc(F)cc3Br)c(C)c2c1=O
  -3	-0.1	0	1.1
Clc1ccc(CNc2nc(Cl)nc(NCCN3CCOCC3)n2)cc1
  4	0.1	-1	-0.7
Cc1c(S(=O)(=O)N2CCc3ccccc3C2)c(=O)n(C)c(=O)n1C
  11	0.0	3	1.7
CCn1c2ccccc2c2cc(NS(=O)(=O)c3ccccc3)ccc21
  2	0.1	-2	-0.8
CCNc1cc(C(=O)NCCc2ccc(OC)cc2)c2ccccc2n1
  -6	0.1	7	0.1
COc1ccc(-n2c(SCC(=O)N3CCOCC3)nc3c([nH]c4ccccc43)c2=O)cc1
  -4	0.1	1	0.0
Cc1nc2ncccn2c1-c1csc(Nc2ccccc2)n1
  -4	0.4	8	-0.1
COc1ccc(S(=O)(=O)n2nnc3cc(Cl)ccc32)cc1OC
  -4	-0.1	-1	-0.6
COc1ccc(OC)c(-n2c(CNC(=O)c3ccco3)nnc2SCC(=O)Nc2nccs2)c1
  -10	0.0	-10	0.1
COc1cccc(C(=O)NCCc2cc3ccc(C)cc3[nH]c2=O)c1OC
  14	0.1	13	1.6
O=C(CSCC(=O)N1CCCc2ccccc21)Nc1nc(-c2ccccc2)cs1
  7	-0.1	-7	-0.1
CCOCCOC(=O)C1=C(C)NC2=C(C(=O)CC(c3ccccc3)C2)C1c1ccc(Cl)c(Cl)c1 (stereo not given)
  6	-0.1	-6	0.2
Nc1nc(SCC(=O)Nc2cccc([N+](=O)[O-])c2)sc1C(=O)Nc1nccs1
  32*	-0.1	5	-4.6
CC(NC(N)=O)C(=O)OCC(=O)c1ccccc1Cl (stereo not given)
  0	0.2	7	0.4
O=C(N/N=C/c1c(F)cccc1Cl)C(=O)NC1CCCCC1
  -7	-0.1	-12	1.6

Just FBW7 activator, for some of the entries so far:
canonical_smiles	FBW7 activator
CCCCCOc1ccc(C2Oc3ccc(Br)cc3C3CC(c4ccc(OC)cc4)=NN32)cc1 (stereo not given)	0.1
c1cncc(CNc2nc(Nc3ccc(N4CCOCC4)cc3)c3[nH]cnc3n2)c1	0.0
CC(=O)c1cccc(OCc2cccc([N+](=O)[O-])c2)c1	-0.2

(listing goes on)
Every second line gives: TEAD-YAP block	FBW7 activator	MITF primary	GPR151 activ
CCC(C)(C)n1nnnc1C(c1ccc(O)cc1)N1CCc2ccccc2C1 (stereo not given)
  77*	-0.2	-2	0.9
Cc1nn(CC(=O)N2CCCCC2)c2ccccc12
  11	-0.1	6	0.2
COc1cccc(C(=O)Nn2c(C)nc3ccccc3c2=O)c1OC
  -1	0.1	10	1.1
COc1ccc(C(=O)Oc2c(Cc3ccccc3)c(=O)oc3ccccc23)cc1
  -4	-0.1	-6	-0.4
CC(=O)Nc1ccc(N=Cc2cc([N+](=O)[O-])ccc2O)cc1
  4	-0.1	9	-1.1
CCOC(=O)CSc1nc2c(sc(=S)n2-c2c(C)cccc2C)c(=O)n1-c1c(C)cccc1C
  -2	-0.1	6	1.1
CC(C)[C@H](CO)Nc1nc(-c2cccc(C(N)=O)c2)cnc1N
  8	-0.1	15	1.7
CCN(CC)C(=O)COc1cc(C)c(Br)c(C)c1
  1	0.0	-2	2.1
COc1ccc(-c2noc(CC(=O)Nc3ccc(C)cn3)n2)cc1
  5	-0.2	2	-0.3
Cc1cc(NC(=O)CSc2nnc(-c3cccnc3)n2C)no1
  4	0.1	15	0.4
COc1ccccc1Nc1nc(N2CCN(C)CC2)c2ccccc2n1
  0	0.4	16	-0.2
